Assay outcomes from PubChem.
bub3 – NCI yeast anticancer drug screen, S. cerevisiae bub3 mutant strain; growth inhibition, % at 50 µM; actives 9.9% (n = 78,000);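 further: 0% = growth of vehicle-only cultures of the same strain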
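Growth of a checkpoint-deficient yeast mutant is measured after compound exposure. Values represent inhibition relative to vehicle.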
mec2-1 – NCI yeast anticancer drug screen, S. cerevisiae mec2-1 strain; AID 157; % growth inhibition at 50 µM; actives 9% (n = 79,000);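 further: 0% = growth of vehicle-only cultures of the same strain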
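Using mec2-1 yeast: add compound, measure growth, express inhibition versus vehicle-treated cultures.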
yeast rad50 – NCI yeast anticancer drug screen, S. cerevisiae rad50 strain | % growth inhibition at 50 µM | actives 10% (n = 79,000);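 further: 0% = growth of vehicle-only cultures of the same strain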
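Readout: growth inhibition relative to vehicle-treated cultures. Compound exposure was carried out in a genetically defined yeast strain deficient in DNA damage repair.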
yeast cln2 rad14 – NCI yeast anticancer drug screen, S. cerevisiae cln2 rad14 strain; actives 8.3% (n = 78,000); AID 165; growth inhibition, % at 50 µM;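 further: 0% = growth of vehicle-only cultures of the same strain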
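Growth inhibition, relative to vehicle-treated controls, is the read-out. The test organism is a yeast strain with defined genetic alterations, cln2 rad14.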
yeast sgs1 mgt1 – NCI yeast anticancer drug screen, S. cerevisiae sgs1 mgt1 strain. growth inhibition, % at 50 µM. actives 10% (n = 78,000). AID 161;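 further: 0% = growth of vehicle-only cultures of the same strain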
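Genetically altered yeast, compound exposure, growth inhibition relative to vehicle.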
yeast mlh1 rad18 – NCI yeast anticancer drug screen, S. cerevisiae mlh1 rad18 strain; AID 175; actives 11% (n = 79,000); % growth inhibition at 50 µM;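 further: 0% = growth of vehicle-only cultures of the same strain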
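Yeast w/ defined DNA-repair lesions; compound exposure; growth vs vehicle controls → % inhibition.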
* hit, by the source's call; · = no result given; & = joins results of further samples. No stated cut-off is given here; in the data, active means growth inhibition above about 70%; inactive means the rest.

Under each structure – bub3	mec2-1	yeast rad50	yeast cln2 rad14	yeast sgs1 mgt1	yeast mlh1 rad18
N#CCCCCOCCCCC#N
 : -3	-2	-2	-50	0	16
O=c1[nH]c(=O)n(C2CC(O)C(CO)O2)cc1S (configuration not stated)
 : -13	-11	-4	6	-18	-2
COc1cc(C(=O)O)c(Br)c(OC)c1OC
 : 43	20	-2	-13	3	1
CCOC(=O)c1ccc2c(c1)C(=O)c1cc([N+](=O)[O-])ccc1-2
 : 27	13	3	11	5	23
Cc1ccc(COC(=O)Nc2ccc(C)c(NC(=O)OCc3ccc(C)cc3)c2)cc1
 : -4	-1	14	-3	12	30
CC(=O)C(C(=O)C(=O)Nc1cc(Cl)c(Cl)cc1Cl)c1csc(N)n1 (configuration not stated)
 : -2	-9	-15	7	-2	-11
O=CNc1cc([N+](=O)[O-])ccc1OCc1ccccc1
 : 12	2	14	5	-1	-22
N#C/C(=C/NC(=S)Nc1ccccc1)C(N)=O
 : -16	-31	-32	-20	-27	-16
CCOC(=O)C(NC(=O)c1cccc(Cl)c1)(N1CCN(c2cc3c(cc2F)c(=O)c(C(=O)O)cn3CC)CC1)C(F)(F)F (configuration not stated)
 : -17	-40	-8	4	-18	-24
CCCCn1/c(=N/C(=S)N(C)C)ss/c1=N\C(=S)N(C)C
 : 6	8	10	8	-7	-4
ClCCOc1ccc2ccccc2c1
 : 0	-6	13	4	1	12
COc1cc([N+](=O)[O-])c2ncccc2c1
 : -3	-16	-16	7	-8	18
COc1ccc(C2=Nc3c(nc(SC)[nH]c3=O)NC(c3ccccc3)C2)cc1 (configuration not stated)
 : 28	9	9	6	19	-3
COc1c(C)c2c(c(C)c1Cl)Oc1c(C=O)c(O)c(Cl)c(C)c1C(=O)O2
 : 29	25	55	24	45	54
CC1OC(=O)N(CCCC=C2SCCCS2)C1=O (configuration not stated)
 : 1	-9	0	-11	12	1
CCOC(=O)C1C2CCC/C(=N\NS(=O)(=O)c3ccc(C)cc3)C21 (configuration not stated)
 : 24	13	7	2	-12	3
CCN(CC)C(=S)SCCCS(=O)(=O)O
 : 22	-10	18	9	2	9
CCOC(=O)/C(O)=C(\C#N)c1ccccc1CC
 : 15	-9	2	-49	-10	-37
c1ccc2c(c1)sc1c3cnccc3ccc21
 : 45	47	94*	33	24	45
CCCCCN1C(=O)CC(C(=O)OCC)=C1C
 : 30	-17	-12	77*	-24	9
O=C(Cc1ccccc1)NN(Cc1ccccc1)Cc1ccccc1
 : 24	-1	-15	-11	-3	0
O=CNC1(CO)CCCCC1
 : -18	-3	-2	-39	-7	8
CC(C)(O)Cn1ccccc1=O
 : -1	-30	12	-33	-7	3
C/C(=N/NC(=O)c1ccncc1)C(F)(F)F
 : 14	6	-30	-7	-26	8
Cc1nc([N+](=O)[O-])c(Br)n1C
 : 9	14	20	-38	9	11
COC(=O)c1cocc1C(=O)OC
 : -15	-7	-14	-3	-4	-16
CC(C)(C)NC1=C([N+](=O)[O-])CCCC1
 : 12	6	4	-20	-1	4
O=C(Nc1ccc(Br)cc1)Nc1ccc(Br)cc1
 : 32	8	-23	-36	15	6
OC1(c2ccc(F)cc2)CCCCC1
 : -16	-20	0	25	-10	18
CC(C)(C)c1ccc(-c2nc3ccccc3c(=O)o2)cc1
 : 90*	53	56	61	87*	85*

Profiles, quoted from the list. Order of screens: bub3 | mec2-1 | yeast rad50 | yeast cln2 rad14 | yeast sgs1 mgt1 | yeast mlh1 rad18
CC(=O)C(C(=O)C(=O)Nc1cc(Cl)c(Cl)cc1Cl)c1csc(N)n1 (configuration not stated) is listed as -2 | -9 | -15 | 7 | -2 | -11
c1ccc2c(c1)sc1c3cnccc3ccc21 is listed as 45 | 47 | 94* | 33 | 24 | 45

Other compounds follow.
Under each structure – bub3	mec2-1	yeast rad50	yeast cln2 rad14	yeast sgs1 mgt1	yeast mlh1 rad18
CCCCCC(C)(C)O
 : 5	-7	8	-41	-4	-5
O=c1[nH][nH]c(=O)c2c1nc(SC1CCCCC1)n2Cc1ccccc1
 : -3	-11	-2	-49	10	-7
O=C1N(Cl)C2(c3ccccc3)N(Cl)C(=O)N(Cl)C2(c2ccccc2)N1Cl (configuration not stated)
 : 8	-6	-29	-32	-21	-6
CN(C)CCCN1CCc2c([nH]c3ccccc23)C1c1cccnc1 (configuration not stated)
 : -6	-15	-3	-1	0	-21
CSc1ncc(N=Nc2ccc(S(=O)(=O)Nc3nccs3)cc2)c(N)n1
 : 1	5	7	-3	15	10
OC(c1cc(-c2ccc(C(F)(F)F)cc2)nc(C(F)(F)F)c1)C1CCCCN1 (configuration not stated)
 : 33	76*	56	26	46	·
BrCC1=CC(c2ccccc2)(c2ccccc2)c2ccccc21
 : 96*	97*	96*	94*	97*	96*
Cc1cc(N(CCO)CCO)ccc1C(c1ccccc1)c1ccc(N(CCO)CCO)cc1C
 : 18	17	10	47	19	50
O=C1c2ccccc2C(=O)N1c1ccc([N+](=O)[O-])cc1
 : 40	17	-5	3	20	4
CC([N+](=O)[O-])S(=O)(=O)c1ccc(Cl)cc1 (configuration not stated)
 : -6	8	2	-33	4	12
CC(=O)OC1C(O[C@H]2CC[C@]34O[C@]35CC[C@]3(C)C(C6(C)CC[C@@H](C(C)(C)O)O6)[C@@H](O)CC3(C)[C@@H]5CC(OC3OC(CO)C(O)C(O)C3O)C4C2(C)C)OCC(O)C1O (some centres not stated)
 : 1	-22	-8	2	3	6
COc1ccc2nc3cc(Cl)ccc3c(Cl)c2c1
 : 0&-16	-24&2	-14&23	-23&-8	-1&0	-9&24
CC1CC1(C1C=CCCC1)C1C=CCCC1 (configuration not stated)
 : -21	-17	0	31	3	0
[N-]=[N+]=Nc1c(C=O)c(=O)n(-c2ccccc2)c2ccccc12
 : 64	80*	67	64	79*	69
CN1CCN(CCCN2c3ccccc3Sc3cc(N4c5ccccc5Sc5ccc(C(F)(F)F)cc54)c(C(F)(F)F)cc32)CC1
 : -1	-2	-1	-6	5	-15
Cc1cc(Cc2cc(C)c(O)c(C(=O)O)c2)cc(C(=O)O)c1O
 : 5&27	0&10	-7&0	-2&-92	0&2	-16&7
CC1C(=O)C(c2ccc(Br)s2)(C2CCCCC2)CC[N+]1(C)C (configuration not stated)
 : 7	8	-45	-4	-1	4
OC(CCNCc1ccccc1)c1ccc2ccccc2c1 (configuration not stated)
 : 72*	38	76*	75*	81*	66
COc1ccc2c(c1O)-c1c(OC)c(OC)cc3c1[C@H](C2)[N+](C)(C)CC3
 : -1	-12	-9	2	11	-53
Nc1nc(=S)c2[nH]cnc2[nH]1
 : 10	-5	-20	-92	-21	-125
CC(C)Cc1cn(O)c2nc(=N)nc(N)c-2n1
 : 6	-6	5	-14	-2	4
N#Cc1cc(Cl)cn1O
 : 13	-8	0	8	-17	4
O=C(COc1ccccc1)Nc1cccc(C(=O)O)c1
 : 37	14	1	1	22	32
Cn1cnc([N+](=O)[O-])c1Sc1nc2ccccc2[nH]1
 : -31	-10	-16	4	-12	-19
O=C(CCN1CCCCC1)Nc1ccc2c(c1)C(=O)c1ccc(NC(=O)CCN3CCCCC3)cc1C2=O
 : 6	-9	23	-5	-4	20
Cn1c(=O)c(-c2ccccc2)cc2ccccc21
 : -1	-13	-10	-2	-4	-17
CNCc1c2c(O)c3c(O)c(C)c4c(c3c1O)C(=O)C(C)(O/C=C/C(OC)C(C)C(OC(C)=O)C(C)C(O)C(C)C(O)C(C)/C=C/C=C(/C)C(=O)N2)O4 (configuration not stated)
 : 0	-17	-4	-27	-27	-9
O=[N+]([O-])c1cc2no[n+]([O-])c2cc1N1CCCCC1
 : 91*	93*	90*	91*	92*	92*
O=C(c1ccccc1)C1C(c2ccccc2)C=CC(c2ccccc2)C1C(=O)c1ccccc1 (configuration not stated)
 : 3	-11	-18	-5	-9	-23
CN(C)N1Cc2ccccc2NC1=O
 : 6	18	-12	6	-2	-4

Pulled one by one from the entries so far (five):
Under each structure – bub3	mec2-1	yeast rad50	yeast cln2 rad14	yeast sgs1 mgt1	yeast mlh1 rad18
COc1ccc2nc3cc(Cl)ccc3c(Cl)c2c1
 : 0&-16	-24&2	-14&23	-23&-8	-1&0	-9&24
N#Cc1cc(Cl)cn1O
 : 13	-8	0	8	-17	4
O=C(COc1ccccc1)Nc1cccc(C(=O)O)c1
 : 37	14	1	1	22	32
CC1CC1(C1C=CCCC1)C1C=CCCC1 (configuration not stated)
 : -21	-17	0	31	3	0
CC([N+](=O)[O-])S(=O)(=O)c1ccc(Cl)cc1 (configuration not stated)
 : -6	8	2	-33	4	12

Further entries.
Under each structure – bub3	mec2-1	yeast rad50	yeast cln2 rad14	yeast sgs1 mgt1	yeast mlh1 rad18
O=C1C=C(c2cccc(-c3ccccc3)c2)CCC1
 : 96*	95*	94*	96*	97*	96*
CC(C)(C)NC(N)=O
 : -4	4	12	-46	-16	13
CCCCCCCCCCCCCCCC(=O)OCCOCCO
 : -2	-14	-17	-27	-34	23
COc1cc(NCCCCCN2C(=O)c3ccccc3C2=O)c2ncccc2c1
 : 11	13	14	11	17	0
FC(F)(F)c1nc2c(ccc3[nH]c4c(-c5ccccc5)nccc4c32)[nH]1
 : -17	-16	-7	13	-24	-21
COc1ccc(CNc2cccc(O)c2)cc1O
 : -20	-1	0	-2	-16	-5
NC(CCC(=O)OCc1ccccc1)C(=O)O (configuration not stated)
 : -2	-15	-19	2	-18	-15
CC1OC(OC2C(OC(=O)[C@]34CCC(C)(C)C[C@H]3C3=CC[C@@H]5[C@@]6(C)CC[C@H](OC7OC(C(=O)O)C(O)C(OC8OCC(O)C(O)C8O)C7O)C(C)(C)[C@@H]6CC[C@@]5(C)[C@]3(C)CC4)OCC(O)C2O)C(O)C(OC2OCC(O)C(O)C2O)C1OC1OCC(O)C(OC2OCC(O)C(O)C2O)C1O (some centres not stated)
 : 38	21	17	31	20	30
CCOC(=O)/C(=C\c1cccc(C(F)(F)F)c1)P(=O)(OCC)OCC
 : 72*	79*	76*	42	68	52
NC(CCC1CCCCC1)C(=O)O (configuration not stated)
 : 23	7	-8	-4	0	4
CCN1c2ccccc2CC(CCCN(C)C)(C(N)=O)c2ccccc21 (configuration not stated)
 : -2	12	4	9	18	-8
Cn1cnc2[nH]c(Cl)nc(=S)c21
 : 12	-8	1	81*	-1	16
CCOC(=O)c1cn(CC)c2cc(-n3cccc3)c(F)cc2c1=O
 : 27	28	47	40	48	50
C=C(C)COc1ccc(/C=C/C(=O)OCC)cc1
 : -6	-4	10	1	4	-12
CCCC[n+]1cccc(C#N)c1
 : -4	4	4	-18	-3	18
CC(C)(C)C1=CC(=O)C(C#N)(C(C)(C)C)C1=O (configuration not stated)
 : 2	-6	11	-36	7	7
CSc1cc(/C=C/c2ccccc2)ccc1[N+](=O)[O-]
 : 14	1	2	15	5	4
C=C(C)COc1ccc(OC)cc1
 : 6	35	-6	-14	-8	-8
CCOc1cc(/C=N/NC(=O)COCC(=O)N/N=C/c2ccc(O)c(OCC)c2)ccc1O
 : 1	-15	0	-18	-2	8
O=[N+]([O-])c1ccc2oc3cccnc3c2c1
 : 1	-3	29	-14	-3	13
CC(C)(CCN(CC(=O)O)CC(=O)O)[N+](=O)[O-]
 : 6	-3	-16	-70	4	-22
CC(C)=NOC(=O)Nc1cc(Cl)ccc1Cl
 : 14	0	45	-42	36	21

Part of the list above, set out differently.
COc1cc(C(=O)O)c(Br)c(OC)c1OC
  bub3: 43
  mec2-1: 20
  yeast rad50: -2
  yeast cln2 rad14: -13
  yeast sgs1 mgt1: 3
  yeast mlh1 rad18: 1

CN(C)CCCN1CCc2c([nH]c3ccccc23)C1c1cccnc1 (configuration not stated)
  bub3: -6
  mec2-1: -15
  yeast rad50: -3
  yeast cln2 rad14: -1
  yeast sgs1 mgt1: 0
  yeast mlh1 rad18: -21

Cc1ccc(COC(=O)Nc2ccc(C)c(NC(=O)OCc3ccc(C)cc3)c2)cc1
  bub3: -4
  mec2-1: -1
  yeast rad50: 14
  yeast cln2 rad14: -3
  yeast sgs1 mgt1: 12
  yeast mlh1 rad18: 30

CCOC(=O)/C(=C\c1cccc(C(F)(F)F)c1)P(=O)(OCC)OCC
  bub3: 72*
  mec2-1: 79*
  yeast rad50: 76*
  yeast cln2 rad14: 42
  yeast sgs1 mgt1: 68
  yeast mlh1 rad18: 52
